Bioassay records from PubChem.
IDE inh: human IDE inhibitors in live cells, primary screen, fluorescence polarization, HEK cells, FAbetaB substrate. AID 434962, 2010. FAbetaB cleavage. actives 0.41% (n = 320,000). inhibition, % at 5.59 µM;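 active = percent inhibition above the average of all tested compounds plus 3 SD, set per screening campaign, cut at about 16% in these data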;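 note: IDE supplied by intact live HEK cells; FP after avidin binding of uncleaved biotin substrate so inhibition keeps polarization high; 0% = DMSO wells and 100% = 60 µM reference IDE inhibitor Ii1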
Target sequence (P14735 whole entry, looked up): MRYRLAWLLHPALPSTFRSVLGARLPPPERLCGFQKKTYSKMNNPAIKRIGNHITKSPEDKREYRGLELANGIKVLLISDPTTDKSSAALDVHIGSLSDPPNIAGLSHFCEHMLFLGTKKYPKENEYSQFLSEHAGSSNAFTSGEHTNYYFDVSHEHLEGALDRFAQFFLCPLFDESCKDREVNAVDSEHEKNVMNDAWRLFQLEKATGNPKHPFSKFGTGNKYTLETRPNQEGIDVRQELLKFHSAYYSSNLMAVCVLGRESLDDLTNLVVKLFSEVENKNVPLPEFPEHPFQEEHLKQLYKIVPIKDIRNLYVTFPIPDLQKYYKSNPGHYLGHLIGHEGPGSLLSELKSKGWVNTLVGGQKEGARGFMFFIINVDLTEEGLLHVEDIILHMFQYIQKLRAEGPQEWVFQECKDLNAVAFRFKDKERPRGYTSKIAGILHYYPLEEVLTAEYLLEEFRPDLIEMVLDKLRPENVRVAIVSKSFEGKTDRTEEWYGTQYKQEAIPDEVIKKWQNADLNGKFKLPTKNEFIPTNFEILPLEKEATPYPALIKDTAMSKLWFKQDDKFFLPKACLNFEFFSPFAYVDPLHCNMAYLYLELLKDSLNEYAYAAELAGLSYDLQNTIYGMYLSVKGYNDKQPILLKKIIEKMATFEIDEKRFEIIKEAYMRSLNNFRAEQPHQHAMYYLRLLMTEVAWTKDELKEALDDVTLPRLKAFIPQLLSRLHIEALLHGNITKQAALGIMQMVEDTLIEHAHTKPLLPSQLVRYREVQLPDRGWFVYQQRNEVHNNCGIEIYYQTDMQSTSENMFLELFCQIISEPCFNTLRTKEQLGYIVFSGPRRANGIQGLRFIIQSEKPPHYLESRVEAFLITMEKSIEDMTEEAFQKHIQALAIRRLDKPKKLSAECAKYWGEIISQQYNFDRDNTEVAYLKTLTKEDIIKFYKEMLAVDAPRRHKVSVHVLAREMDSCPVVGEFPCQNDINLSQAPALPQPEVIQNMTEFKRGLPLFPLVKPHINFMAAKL
GalR3 antag: GalR3 antagonists in HEK293 cells, primary screen, cell-based, fluorescence readout; inhibition, % at 3 µM; HEK293 GalR3-CNG cAMP membrane potential fluorescence; galR3 body fused to GalR1 C-terminus; actives 0.44% (n = 360,000);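 active = inhibition above the screen-wide average plus 3 SD, cut at about 13% in these data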;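 note: forskolin and galanin both at EC90 stimulate the cells; cAMP rise reported by CNG channel membrane potential dye signal; 0% = forskolin plus galanin with DMSO and 100% = forskolin alone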
VIM-2 inhibitor: VIM-2 metallo-beta-lactamase inhibitors, primary screen, biochemical, epi-absorbance readout, Pseudomonas aeruginosa enzyme. inhibition, % at 5.6 µM. purified VIM-2, nitrocefin hydrolysis, epi-absorbance fluorescence. actives 0.89% (n = 290,000);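 active = inhibition above the mean of all tested compounds plus 3 SD, cutoff set per screening run, cut at about 7.5% in these data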;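 note: red hydrolysis product quenches plate fluorescence so inhibitors raise well fluorescence; 0% = enzyme with DMSO and 100% = DMSO without enzyme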
CRFR2-BP antag: antagonists of CRF-BP/CRF-R2 complex, primary screen, cell-based, HEK293, calcium dye fluorescence, uHTS. CRF-induced calcium fluorescence. AID 588475, 2011. inhibition, % at 11.8 µM. actives 0.59% (n = 350,000);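 active = inhibition of the ligand-induced calcium signal above about 50% at the single tested concentration, limit read from the data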
IDE act: human IDE activators in live cells, primary screen, fluorescence polarization, HEK cells, FAbeta-B substrate | Insulin-degrading enzyme (Homo sapiens), P14735 | FAbeta-B cleavage; 0% vehicle, 100% cell-free pure enzyme wells | activation, % at 5.96 µM | actives 0.073% (n = 340,000) | AID 493087, 2011;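 active = activation above the mean of all tested compounds plus 3 SD, set per screening campaign, cut at about 17% in these data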
HCV NS3 hel inh: inhibitors of HCV NS3 helicase, primary screen, biochemical, Cy5 molecular beacon fluorescence | Hepatitis C virus NS3 helicase | NS3 helicase DNA unwinding | AID 1800, 2009 | inhibition, % at 10.9 µM | actives 0.56% (n = 290,000);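 active = inhibition above the mean of all tested compounds plus 3 SD, set per campaign, cut at about 35% in these data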;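 note: 0% = DMSO wells and 100% = thioflavine S control wells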
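assay system = NS3 helicase fragment of HCV | buffer or medium = MOPS pH 6.5, MgCl2, DTT, Tween20, BSA | timing = 60 min unwinding reaction at 25 °C after ATP addition | signal = Cy5 beacon fluorescence read at start and 1 h | read-out basis = % inhibition of unwinding | control set = low DMSO, high thioflavine S at 110 µM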
SUMO HTRF inh: inhibitors of in vitro SUMOylation cascade, primary screen, biochemical, HTRF, uHTS; AID 2006, 2009; HTRF SUMOylation assay, SAE1/SAE2 + UBC9; actives 0.36% (n = 290,000); inhibition, % at 35 µM; in the data active = inhibition above about 50%, passing the limit was not always enough; inconclusive = no clear call, values can overlap the other calls; note: strong numbers were not always called active
p-CIP stab down: p/CIP-EGFP fusion destabilizers, primary screen, fluorescence, F442A cells. Q05BA5. 16 h. decrease of EGFP signal, % at 10 µM. actives 0.01% (n = 290,000). AID 1984, 2009;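 active = EGFP signal decrease of at least 30% at 10 µM or well 3 SD below plate mean, unless failing retest; inactive = the rest, including hits failing retest or dose response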; note: some compounds called inactive have numbers as strong as hits; many of its hits are not listed in these tables
IMP-1 inhibitor: IMP-1 metallo-beta-lactamase inhibitors, primary screen, biochemical, epi-absorbance readout, Pseudomonas aeruginosa enzyme. purified IMP-1, nitrocefin hydrolysis, epi-absorbance fluorescence. actives 0.45% (n = 290,000). AID 1556, 2009. inhibition, % at 5.6 µM;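 active = inhibition above the mean plus 3 SD of all compounds in the same screening run, cut at about 4.5% in these data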;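 note: 0% = IMP-1 with DMSO and 100% = DMSO wells lacking enzyme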
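System – purified recombinant IMP-1 beta-lactamase · Input – IMP-1 dispensed at 0.2 nM · Timing – 15 min preincubation plus 25 min reaction at 25 °C · Signal – Epi-absorbance fluorescence, 480 nm excitation, 530 nm emission · Measure – percent IMP-1 inhibition derived from blank-referenced optical density · Controls – Enzyme-plus-DMSO low control, enzyme-free DMSO high control · Replication – singlicate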
* = called active by the depositor; ? = inconclusive; · = no result given.

SMILES	IDE inh	GalR3 antag	VIM-2 inhibitor	CRFR2-BP antag	IDE act	HCV NS3 hel inh	SUMO HTRF inh	p-CIP stab down	IMP-1 inhibitor
CCOc1ccc(NC(=O)CN(C)C(=O)CC2CCCC2)cc1OCC	2	-6	·	-1	5	·	·	·	·
Cn1c(=O)c(C(=O)Nc2ncccc2O)c(O)c2ccccc21	-7	-5	0.0	13	2	4	20	7	-3.9
Cc1nc(N2CCOCC2)[nH]c(=O)c1CCC(C)C	2	5	-1.5	30	8	-1	-4	11	-3.5
NS(=O)(=O)c1ccc(NC(=S)N2CCC(O)CC2)cc1	-5	-3	-2.1	-7	-1	-1	-2	5	-1.7
CCC(=O)Nc1nc2ccccc2n1CCN(CC)CC	-4	-7	-3.5	9	4	-11	11	0	-9.1
Cc1ccc(S(=O)(=O)N2CCOCC2)cc1NC(=O)COC(=O)/C=C/c1ccco1	2	-7	·	-4	1	·	·	·	·
Oc1ccc(Cl)cc1-c1cc(-c2ccccc2)n[nH]1	2	4	-4.2	-1	7	-9	-8	2	-0.8
CC(=O)Oc1ccc2c(=O)oc(-c3ccc([N+](=O)[O-])cc3)nc2c1	1	-1	-2.9	0	-2	14	8	-3	-2.8
CCOC(=O)c1c(CN(C)C)n(C)c2c(O)c(N=NC(N)=O)c3ccc(Br)cc3c12	-5	-7	3.0	5	2	-100	24	-5	-1.8
CC1(C)C2CCC1(C)C(OC(=O)CNc1ccccc1)C2 (stereo not given)	5	-4	1.7	-11	2	-2	16	8	-0.4
Cc1ccccc1NC(=O)CN1CCN(Cc2ccccc2)CC1	7	-3	-3.8	-10	4	1	0	-5	-2.4
O=C(NCc1ccccc1)c1ccc(Br)cc1	1	-4	-0.9	1	1	6	10	-16	-2.4
Cc1ccc(Nc2ccc(C(=O)NC3CCCCC3)cn2)cc1	8	2	-2.5	6	-8	-9	1	-7	-2.1
CCOc1ccc(S(=O)(=O)c2c[nH]c3ccc(C)cc3c2=O)cc1	-1	-11	-1.4	4	3	8	21	-13	-4.8
Cc1ccc(CN2CCN(Cc3cccn3-c3nccs3)CC2CCO)cc1 (stereo not given)	2	6	-4.1	18	4	-9	0	1	-3.2
CC(NC(=O)c1ccco1)c1nc(-c2ccc(Cl)cc2)no1 (stereo not given)	14	-8	-2.4	7	2	-2	-9	-19	-0.9
CCNC(=S)NNc1ccccc1	2	-6	-0.2	4	·	1	1	-2	-0.3
O=C(O)CCCC(=O)Nc1ccc(Oc2ncnc3cc(Cl)ccc23)nc1	2	-3	-3.2	5	-1	6	19	0	-2.3
Fc1ccccc1N=C1NN=C(c2ccccc2)CS1	6	-5	-1.0	-5	4	2	-3	-11	-0.3
CCOC(=O)C1CSC2(CCC(c3ccccc3)CC2)N1 (stereo not given)	-1	0	-2.0	11	0	-25	-5	2	-2.5

Rewritten in markdown: 12 of the compounds above.
| Molecule | IDE inh | GalR3 antag | VIM-2 inhibitor | CRFR2-BP antag | IDE act | HCV NS3 hel inh | SUMO HTRF inh | p-CIP stab down | IMP-1 inhibitor |
| --- | --- | --- | --- | --- | --- | --- | --- | --- | --- |
| CCOC(=O)c1c(CN(C)C)n(C)c2c(O)c(N=NC(N)=O)c3ccc(Br)cc3c12 | -5 | -7 | 3.0 | 5 | 2 | -100 | 24 | -5 | -1.8 |
| CC1(C)C2CCC1(C)C(OC(=O)CNc1ccccc1)C2 (stereo not given) | 5 | -4 | 1.7 | -11 | 2 | -2 | 16 | 8 | -0.4 |
| Cc1ccccc1NC(=O)CN1CCN(Cc2ccccc2)CC1 | 7 | -3 | -3.8 | -10 | 4 | 1 | 0 | -5 | -2.4 |
| O=C(NCc1ccccc1)c1ccc(Br)cc1 | 1 | -4 | -0.9 | 1 | 1 | 6 | 10 | -16 | -2.4 |
| Cc1ccc(Nc2ccc(C(=O)NC3CCCCC3)cn2)cc1 | 8 | 2 | -2.5 | 6 | -8 | -9 | 1 | -7 | -2.1 |
| CCOc1ccc(S(=O)(=O)c2c[nH]c3ccc(C)cc3c2=O)cc1 | -1 | -11 | -1.4 | 4 | 3 | 8 | 21 | -13 | -4.8 |
| Cc1ccc(CN2CCN(Cc3cccn3-c3nccs3)CC2CCO)cc1 (stereo not given) | 2 | 6 | -4.1 | 18 | 4 | -9 | 0 | 1 | -3.2 |
| CC(NC(=O)c1ccco1)c1nc(-c2ccc(Cl)cc2)no1 (stereo not given) | 14 | -8 | -2.4 | 7 | 2 | -2 | -9 | -19 | -0.9 |
| CCNC(=S)NNc1ccccc1 | 2 | -6 | -0.2 | 4 | · | 1 | 1 | -2 | -0.3 |
| O=C(O)CCCC(=O)Nc1ccc(Oc2ncnc3cc(Cl)ccc23)nc1 | 2 | -3 | -3.2 | 5 | -1 | 6 | 19 | 0 | -2.3 |
| Fc1ccccc1N=C1NN=C(c2ccccc2)CS1 | 6 | -5 | -1.0 | -5 | 4 | 2 | -3 | -11 | -0.3 |
| CCOC(=O)C1CSC2(CCC(c3ccccc3)CC2)N1 (stereo not given) | -1 | 0 | -2.0 | 11 | 0 | -25 | -5 | 2 | -2.5 |

The listing continues.
SMILES	IDE inh	GalR3 antag	VIM-2 inhibitor	CRFR2-BP antag	IDE act	HCV NS3 hel inh	SUMO HTRF inh	p-CIP stab down	IMP-1 inhibitor
Cc1nn(-c2ccc([N+](=O)[O-])cc2)c2c1C(c1cccc(Br)c1)N1C(=N2)C(=O)Nc2ccccc21 (stereo not given)	1	-4	-1.0	7	-3	3	18	-8	-1.4
Cc1cc(C)nc(NS(=O)(=O)c2ccc(N/C=C/C(=O)c3ccc(Cl)c(Cl)c3)cc2)n1	4	-2	-0.9	-38	4	6	-3	-10	-3.8
COc1ccc(CN(CCC(c2ccccc2)C2CCOC(C)(C)C2)C(C)=O)cc1 (stereo not given)	-1	-7	3.5	-8	-5	-7	-2	-6	0.7
O=C1C=C(c2ccc3ncccc3c2)C[C@@H](c2ccc(Cl)cc2)C1	-2	-2	·	-10	-4	·	·	·	·
CCOC(=O)c1cnn(-c2cc(C)nc3c(-c4ccc(Cl)cc4)c(C)nn23)c1N	·	·	-0.5	·	·	-4	-9	3	-2.8
Cc1ccccc1NS(=O)(=O)c1nnc(NC(=O)CC(C)C)s1	5	-6	-2.4	6	-3	9	9	-14	-5.4
COc1ccc(S(=O)(=O)N2CCOCC2)cc1NC(=O)CN1C(=O)CN(C)C1=O	-3	-3	·	-4	-1	·	·	·	·
O=C(NCCCn1cccn1)c1cc(COc2ccc(F)cc2Cl)on1	3	0	-2.1	-12	1	7	-2	0	-3.1
O=c1c(-c2ccccc2)cnc2n1CCS2	-6	0	-1.9	-3	-2	-1	8	-12	-1.2
Cc1cccc(C)c1OCC(=O)N/N=C/c1ccc2c(c1)OCO2	5	-4	-6.6	30	3	2	-2	-19	-0.9
O=S(=O)(NC1CCCCC1)c1ccc(Br)s1	-5	-7	-1.2	0	-2	-5	14	-8	-1.5
C=CCn1c(COc2ccccc2)nnc1SCC(=O)Nc1ccc2c(c1)OCCO2	5	-3	-1.6	12	1	-23	11	-7	-1.1
COC(=O)c1c(-c2ccncc2)csc1NC(=O)c1ccoc1C	0	-6	50*	-27	1	-11	-4	2	-1.1
Cc1[nH]n2cnnc2c(=O)c1Br	3	4	-0.5	-7	11	-3	-16	-6	-1.3
Cc1cccc(C(=O)Nc2ccc(C(=O)N/N=C/c3ccc(C)o3)cc2)c1	12	-4	-5.1	17	1	41*	-3	0	-2.5
C=CCN1C(c2ccc(Br)cc2)=CS/C1=C(/C#N)c1nnc(N2CCOCC2)n1-c1ccccc1	7	-3	-0.8	11	-6	-6	2	-17	0.3
O=C(NCc1cccs1)C1CCCN1C(=O)Nc1ccc(F)cc1 (stereo not given)	4	2	-3.1	-5	8	4	7	1	-2.1
O=S(=O)(c1cccc2cccnc12)N1CCOCC1	-1	-6	0.3	-4	3	-18	27	-23	-4.3
O=C(Nc1ccc(N2CCOCC2)cc1)Nc1ccc2nc(-c3ccco3)c(-c3ccco3)nc2c1	-6	-2	-3.0	-2	1	-5	?	-16	-2.5
COc1ccc([N+](=O)[O-])c(S(=O)(=O)c2ccccc2)n1	-1	-2	-2.4	1	·	-11	-7	-6	-2.2
Cc1ccc(OCC(=O)c2cc(C)n(C)c2C)c([N+](=O)[O-])n1	-1	-1	-0.5	10	-2	11	24	-23	-3.1
CC(C)c1ccc(S(=O)(=O)N2CCN(C(=O)C3CCCCC3)CC2)cc1	3	0	-0.8	8	2	-20	16	-7	-0.7
CCn1nccc1C(=O)NC1=C(C#N)CCC1	-5	-12	-3.1	9	-1	-1	-10	2	-5.5
COCCOC(=O)C1=C(N)OC2=C(C(=O)CC(C)(C)C2)C1c1ccncc1 (stereo not given)	2	-5	-1.1	15	4	-3	17	-10	-4.3
Cc1ccc2cc(C3CC(c4cccs4)=NN3S(C)(=O)=O)c(Cl)nc2c1 (stereo not given)	8	-5	0.1	-4	2	-8	-3	-9	-2.2
COc1ccc(NC(=O)CN(C)C(=O)c2cccc(S(=O)(=O)Nc3ccc(F)cc3)c2)cc1	-5	-2	·	7	2	·	·	·	·
Cc1nn2c(-c3ccc(S(=O)(=O)N4CCN(CCO)CC4)o3)nnc2c2ccccc12	-2	5	26*	-8	-1	13	21	3	-0.3
CC(=O)c1ccc(NC(=O)Cn2cnc(S(=O)(=O)N3CCC(C)CC3)c2)cc1	10	-5	-2.9	2	-2	-1	-7	3	-4.1
N#Cc1ccccc1Sc1ccccc1C(=O)NCC(c1ccco1)N1CCCCC1 (stereo not given)	3	-7	·	-4	4	·	·	·	·
Cc1ccc(C)c(NC(=O)c2cc(-c3ccccc3O)n[nH]2)c1	·	-10	-3.2	23	0	-7	7	-4	-4.6
CCC(C)N(C(=O)COC(=O)C1CCN(S(=O)(=O)c2ccc(C)c(C)c2)CC1)C1CCS(=O)(=O)C1 (stereo not given)	0	-4	·	0	1	·	·	·	·
CCOc1ccc(NC(=S)N2CCCC2)cc1	·	-3	1.0	18	4	4	17	-6	-1.8
